Screening data (PubChem BioAssay)
TDP1 block: inhibitors of human tyrosyl-DNA phosphodiesterase TDP1. Q9NUW8. AID 485290. Potency, µM (top dose mostly 130 µM), for inactives: top-dose activity change, negative = inhibition, actives largely listed as inhibitors. recombinant TDP1, AlphaScreen DNA substrate cleavage. 350,000 tested, 0.28% active; note: nearly all actives have a fitted effect of over 40% in size
Target sequence (Q9NUW8 whole entry, looked up): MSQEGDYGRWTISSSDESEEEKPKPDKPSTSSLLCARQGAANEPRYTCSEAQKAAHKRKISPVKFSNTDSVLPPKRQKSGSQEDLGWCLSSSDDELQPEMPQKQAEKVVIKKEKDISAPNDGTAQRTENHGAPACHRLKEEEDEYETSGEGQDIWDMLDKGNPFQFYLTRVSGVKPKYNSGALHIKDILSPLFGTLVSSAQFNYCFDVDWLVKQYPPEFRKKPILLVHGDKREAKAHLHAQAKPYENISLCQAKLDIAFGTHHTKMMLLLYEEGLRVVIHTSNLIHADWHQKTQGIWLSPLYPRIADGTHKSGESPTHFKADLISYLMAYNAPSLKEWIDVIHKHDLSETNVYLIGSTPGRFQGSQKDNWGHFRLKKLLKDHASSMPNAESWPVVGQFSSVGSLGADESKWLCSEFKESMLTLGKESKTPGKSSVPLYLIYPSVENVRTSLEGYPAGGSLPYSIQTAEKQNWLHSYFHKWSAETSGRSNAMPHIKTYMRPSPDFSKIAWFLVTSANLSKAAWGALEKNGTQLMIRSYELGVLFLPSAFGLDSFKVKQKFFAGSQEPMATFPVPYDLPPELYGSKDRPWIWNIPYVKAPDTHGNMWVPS
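AlphaScreen read-out: signal falls as enzyme removes the 3' tyrosine-FITC from a 5'-biotinylated DNA oligo (15 nM, 5 min, RT). Enzyme was E. coli-made recombinant Tdp1 at 1 nM, exposed to compound for 15 min beforehand; beads 10 ug/ml, 10 min.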
DT40 TDP1 CPT: growth inhibition of DT40 Tdp1-/-;hTDP1 cells with camptothecin (screen for TDP1 inhibitors) | chicken DT40 Tdp1-/-;hTDP1 cells + 20 nM CPT, ATP luminescence, 48 h | Potency, µM (top dose mostly 46.2 µM), for the others: at the highest dose activity change, negative = growth inhibition, usual class: inhibitors | 420,000 tested, 12% active; note: nearly all actives have a fitted effect of over 55% in size
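Chicken DT40 Tdp1-/- cells stably complemented with human TDP1 were seeded at 400 cells/well in medium containing 20 nM camptothecin, exposed to pin-transferred compounds, and grown at 37 °C for at least 48 hr. Viability was read as ATP luminescence.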
TDP1 cell noCPT: qHTS for Inhibitors of human tyrosyl-DNA phosphodiesterase 1 (TDP1): qHTS in cells in absence of CPT. DT40 Tdp1-/- hTDP1 cells, no CPT, ATP luminescence, 48 h. Potency, µM (doses to about 46.2 µM), for inactives: top-dose activity change, negative = growth inhibition, actives largely listed as inhibitors. 420,000 tested, 15% active. AID 686978, 2013; note: nearly all actives have a fitted effect of over 55% in size
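Stably hTDP1-transfected Tdp1-null chicken DT40 cells were treated with library compounds minus camptothecin and grown for at least 48 hr at 37 °C, after which cellular ATP was quantified by luminescence.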
The depositor's hits bear a star; ? = inconclusive; · = no result given; & = joins results of further samples; ! = not active in a repeat; [ ] = remark or other dose. Calls come from the whole dose curve; as a rule, active = well fitted curve in the direction sought with a large enough effect; inconclusive = small, poorly fitted or top-dose-only effect, or another doubt; inactive = no such curve, though single readings can be large; an effect the other way counts as inactive or inconclusive. % is set by controls: 0 for no effect and ±100 for the full control effect; potency is the fitted concentration of half-maximal effect.

Start of the listing, in advance, 4 compounds:
entry	compound	TDP1 cell noCPT	TDP1 block	DT40 TDP1 CPT
1	Cc1ccccc1NC(=O)Cn1c(=O)n(CCCCCC(=O)NCc2ccc3c(c2)OCO3)c(=O)c2sccc21	?	0%	?
2	Nc1nc(Cl)cc(Oc2ccc([N+](=O)[O-])cc2)n1	-16%	·	-2%
3	O=C(COC(=O)c1ccc([N+](=O)[O-])s1)c1ccc[nH]1	1%	-10%	?
4	COc1ccc(N2CCN(C(=S)Nc3ccc(OC)cc3OC)CC2)cc1	?	·	?

This part in full, from the start:
entry	compound	TDP1 cell noCPT	TDP1 block	DT40 TDP1 CPT
1	Cc1ccccc1NC(=O)Cn1c(=O)n(CCCCCC(=O)NCc2ccc3c(c2)OCO3)c(=O)c2sccc21	?	0%	?
2	Nc1nc(Cl)cc(Oc2ccc([N+](=O)[O-])cc2)n1	-16%	·	-2%
3	O=C(COC(=O)c1ccc([N+](=O)[O-])s1)c1ccc[nH]1	1%	-10%	?
4	COc1ccc(N2CCN(C(=S)Nc3ccc(OC)cc3OC)CC2)cc1	?	·	?
5	CCOC(=O)N1CCC(NC(=O)c2cnc3n(c2=O)CCS3)CC1	1%	·	11%
6	CC1(C)c2cc(Cl)ccc2-n2c1cc(O)c(-c1ccccc1)c2=O	6%	4%	-1%
7	CN(C)S(=O)(=O)c1ccc(NC(=O)N2CCN(c3cccc(C(F)(F)F)c3)CC2)cc1	2.6µM*	6%	3.7µM*
8	COC(=O)c1ccc(NC(=O)Cn2nnc(-c3cccs3)n2)cc1	?	4%	-10%
9	COc1ccc(C2C(C(=O)Nc3cc(C)on3)c3ccccc3C(=O)N2C)cc1 (centres undefined)	5%	8%	?
10	O=c1onc(-c2ccccc2)c2ccccc12	13%	·	4%
11	Cc1c(NC(=O)c2cc(Br)ccc2Cl)cccc1-n1cnnn1	-6%	0%	-8%
12	O=C(O)C1CCCCC1C(=O)Nc1ccc2c(c1)OCCO2 (centres undefined)	-10%	0%	-4%
13	COc1ccc(Cn2nnnc2CN2CCN(c3ccc(OC)cc3)CC2)cc1	?	·	1%
14	COc1ccccc1CN(Cc1nc2ccccc2c(=O)[nH]1)S(=O)(=O)c1ccc(C)cc1	?	2%	?
15	CCN(CC)CCCCCOc1ccccc1OC	-8%	1%	-14%
16	Cc1ncoc1C(=O)N1CCCC(N2CCN(c3ccccc3F)CC2)C1 (centres undefined)	14%	5%	-3%
17	CCOc1ccccc1CNS(=O)(=O)c1ccc2c(c1)C(C)(C)C(=O)N2C	23µM*!	1%&3%	?
18	CCOc1cccc(-c2cc(=O)[nH][nH]2)c1	4%	8%	-1%
19	Fc1ccc(CN2CCN(c3ncnc4scc(-c5ccccc5)c34)CC2)cc1	?	·	?
20	NS(=O)(=O)c1ccc(CCNC(=O)CN2CCN(c3ccccc3O)CC2)cc1	4%	0%	1%
21	Cc1ccccc1-c1nc(CS(=O)(=O)CC(=O)N2CCCCC2)c(C)o1	-18%	7%	-23%
22	CC1(C)C(=O)OC(/C=C\c2cccc([N+](=O)[O-])c2)C(C)(C)C1=O (centres undefined)	2%	-8%	7%
23	COc1ccc2occ(C(=O)c3cccs3)c2c1	-3%	0%	-12%
24	C/C(=N\NC(=O)c1cccc(S(=O)(=O)N2CCCC2)c1)c1ccc(F)cc1	-21%	·	-22%
25	Cc1cccnc1NC(=O)c1cccc(NC(=O)CC2SC(N3CCCCC3)=NC2=O)c1 (centres undefined)	-13%	3%	6%
26	COc1ccccc1N1CCN(C(=O)CN(C)S(=O)(=O)c2ccc(C)cc2)CC1	?	·	?
27	CCOC(=O)c1ccc(NC(=O)c2nc[nH]c2C(=O)NC[C@H](C)O)cc1	?	·	-9%
28	COc1ccc(CC(=O)N[C@@H](C)C(=O)N2CCC3(CC2)NCCc2[nH]cnc23)cc1	-3%	3%	21%
29	O=C(NCc1ccc(F)cc1)c1ccc(Cl)c(NC2=NC3CS(=O)(=O)CC3S2)c1 (centres undefined)	0%	·	-2%
30	CC(=O)Nn1c(C)nnc1-n1nc(C)cc1C	-4%	6%	-5%
31	COC(=O)c1cc(N=CC2=C(O)CC(C)(C)CC2=O)cc(C(=O)OC)c1	-3%	-3%	-1%
32	COc1ccc(-n2ncc3c(NCCCOC(C)C)ncnc32)cc1	?	10%	?
33	CCOc1ccccc1N=C1SCC(C)N1C(=O)C1CCN(c2ncnc3sc(C)c(C)c23)CC1 (centres undefined)	15µM*	·	21µM*
34	C(=C\c1ccccc1)/CN1CCN(C(c2nnnn2-c2ccc3c(c2)OCCO3)C2CC2)CC1 (centres undefined)	15µM*	·	23µM*
35	O=C(NCCN1CCN(c2ccccc2)CC1)C1CCCN(S(=O)(=O)c2cnc[nH]2)C1 (centres undefined)	-27%	-1%	6%
36	COc1ccc(C2CC(=O)c3c([nH]c(C(=O)OCc4ccccc4)c3C)C2)cc1 (centres undefined)	?	5%	12µM*
37	COc1ccccc1-c1nnc(C2CCN(S(=O)(=O)c3ccc(CC(C)C)cc3)CC2)o1	?	6%	?
38	COc1ccc(CC(=O)N2CCN=C2SC)cc1OC	-13%	-5%	-14%
39	Cc1ccc(Nc2cc(C)nc(-n3nc(C)cc3C)n2)cc1	3.7µM*	8%	3.3µM*
40	O=C(O)c1ccc(OCCN2CCCC2=O)cc1	-7%	4%	6%
41	O=C(NCc1ccc2c(c1)OCO2)c1[nH]c(C(F)(F)F)nc1-c1ccccc1	-20%	·	-12%
42	COc1cccc(CNC(=O)CSc2c3c(nc4cc(Cl)ccc24)CCCC3)c1	15µM*	9%	23µM*
43	CN(C)S(=O)(=O)c1ccc2c(c1)C(=NO)c1cc(S(=O)(=O)N(C)C)ccc1-2	8.2µM*	·	?
44	CCCNC(=O)CNC(=O)c1ccccc1OCC(=O)Nc1ccc(Br)cc1	?	·	-3%
45	CC(=O)NC(Cc1ccccc1F)C(=O)NC1CCN(C(=O)NCc2ccccc2)CC1 (centres undefined)	5%	·	-11%
46	CCOC(=O)c1ccc(N2CCN(c3ccccc3OC)CC2)c(NC(=O)Nc2ccc(CC)cc2)c1	?	3%	?
47	O=c1[nH]cnc2ccc([N+](=O)[O-])cc12	14%	·	-3%
48	CC(SCc1ccccc1)C(=O)Nc1ccccc1-c1ccccc1 (centres undefined)	?	3%	-20%
49	CCC(=O)CN(Cc1cc(OC)ccc1OC)S(=O)(=O)c1ccccc1Br	-8%	·	?
50	CCc1ccc2oc(-c3cc(N)ccc3Cl)nc2c1	-13%	5%	?
51	Cc1sc2ncnc(OCC(=O)N3CCN(S(=O)(=O)c4ccc(Cl)cc4)CC3)c2c1C	-1%	2%	-12%
52	COc1cc(C(=O)n2nc(C)c(Sc3ccc(Cl)cc3)c2C)cc(OC)c1OC	-24%	·	-28%
53	O=C(N1CCN=C1SCc1cccnc1)C12CC3CC(CC(C3)C1)C2	15µM*	-1%	?
54	NNC(=O)CN1C(c2ccc(Cl)cc2)=Nc2ccc(Br)cc2C1c1ccccc1 (centres undefined)	-12%	7%	-27%
55	CN(C)c1ccc(N=Nc2ccccc2C(=O)OCC(=O)NC2CCCC2)cc1	?	11%	26µM*
56	COc1cc(C(=O)N2CCCC(c3cc(C(=O)NCc4ccc(F)cc4)no3)C2)cc(OC)c1C (centres undefined)	?	·	23µM*
57	O=S(=O)(/C=C/c1ccccc1)NCCc1ccccn1	2%	0%	-2%
58	CC(C)N1C(=O)C(O)(c2c[nH]c3ccccc23)c2ccccc21 (centres undefined)	?	1%	-22%
59	Cc1ccc2nc(-c3ccc(Cl)cc3)cc(C(=O)OCC(=O)c3ccccc3)c2c1	21µM*	0%[12.3 µM]	?
60	CCCCNC(=O)Cn1c(=O)n(C)c2ccccc21	0%	5%	-27%

The listing continues:
entry	compound	TDP1 cell noCPT	TDP1 block	DT40 TDP1 CPT
61	CN(CCC#N)C(=O)c1ccc(CNS(=O)(=O)c2ccc(F)cc2)cc1	-22%	-2%	-5%
62	O=[N+]([O-])c1cc(S(=O)(=O)Oc2ccccc2)ccc1Cl	0.58µM*	·	0.58µM*
63	COC(=O)c1ccccc1NC(=O)c1oc2ccc3c(c2c1C)C(=O)CC(C)(C)O3	-6%	8%	0%
64	COc1cc2c(cc1OC)C(c1ccc(C)cc1)NC(=O)C2 (centres undefined)	1%	·	-11%
65	CCOC(=O)C1CCCN(C(=O)c2cc3c(=O)n(C)c4ccccc4c3s2)C1 (centres undefined)	?	7%	?
66	CC1CCCC(C)N1C(=O)CSc1ccc(-c2ccc3c(c2)OCCO3)nn1 (centres undefined)	?	9%	?
67	O=C(c1ccc(Cl)c(S(=O)(=O)N2CCCC2)c1)N1CCCCC1	?	3%	-18%
68	CCOC(=O)c1c(C)[nH]c(C)c1S(=O)(=O)N1CCC(C(=O)N2CCN(c3ccccc3F)CC2)CC1	-18%	9%	?
69	CCOC(=O)C1=C(C)NC(C)=C(C(=O)OCC)C1C(=O)OCC(=O)N1CCCCC1CC (centres undefined)	?	1%	-26%&-4%
70	Cc1ccc(S(=O)(=O)N2CCOCC2)cc1C(=O)NC1CCN(Cc2ccccc2)CC1	-20%	·	-27%
71	Cc1ccccc1-n1c(=O)c2ccccc2n2nnnc12	-4%	6%	1%
72	O=S1(=O)CCOC[C@H](c2ccccc2)N1Cc1ccccc1	?	·	?
73	O=C(CSc1n[nH]c(=O)[nH]c1=O)NCC1CCCCC1	14%	-1%	-5%
74	Cc1ccc(NS(=O)(=O)c2cc3[nH]c(=O)c(=O)[nH]c3cc2C)cc1N(C)C	0%	9%	0%
75	CCOC(=O)c1[nH]c2ccc(F)cc2c1NC(=O)c1ccccc1C(=O)O	-1%	·	7%
76	O=C(Nc1ccccc1OC(F)F)C1CC(=O)N(Cc2ccccc2)C1 (centres undefined)	6%	-1%	4%
77	COc1ccc2c(c1OC)c(=O)n1c3ccc(OC(C)C(=O)NCCCN4CCOCC4)cc3c3ccnc2c31 (centres undefined)	6.5µM*	·	13µM*
78	CCCN(CCC)CCNc1c(NC2CCN(C(=O)OCC)CC2)c(=O)c1=O	-17%	3%	-2%
79	CCCCNc1oc(-c2ccc(COc3ccc(OC)cc3)o2)nc1C#N	-13%	4%	-2%
80	CC(=O)N1CCCc2cc(S(=O)(=O)N3CCc4ccccc4C3)ccc21	-30%	1%	-29%

Six compounds from above, limited to DT40 TDP1 CPT and TDP1 cell noCPT:
item | Molecule | DT40 TDP1 CPT | TDP1 cell noCPT
74 | Cc1ccc(NS(=O)(=O)c2cc3[nH]c(=O)c(=O)[nH]c3cc2C)cc1N(C)C | 0% | 0%
72 | O=S1(=O)CCOC[C@H](c2ccccc2)N1Cc1ccccc1 | ? | ?
76 | O=C(Nc1ccccc1OC(F)F)C1CC(=O)N(Cc2ccccc2)C1 (centres undefined) | 4% | 6%
71 | Cc1ccccc1-n1c(=O)c2ccccc2n2nnnc12 | 1% | -4%
69 | CCOC(=O)C1=C(C)NC(C)=C(C(=O)OCC)C1C(=O)OCC(=O)N1CCCCC1CC (centres undefined) | -26%&-4% | ?
64 | COc1cc2c(cc1OC)C(c1ccc(C)cc1)NC(=O)C2 (centres undefined) | -11% | 1%

Later entries.
entry	compound	TDP1 cell noCPT	TDP1 block	DT40 TDP1 CPT
81	Cc1ccc(NS(=O)(=O)c2ccc3c(c2)NC(=O)C(C)C(=O)N3)c(Cl)c1 (centres undefined)	-13%	·	-14%
82	Cc1cc(NC(=O)c2ccc3[nH]c(C)c(C)c3c2)ccn1	26µM*	·	21µM*
83	O=C(c1ccc(N2CCC(NCCCn3ncc4ccccc43)CC2)cc1)N1CCOCC1	-13%	·	7%[9.04 µM]
84	COc1ccc(NC(=O)c2nnn(Cc3ccccc3C)c2N)c(OC)c1	6.5µM*	6%	-28%
85	O=C(O)CC(C(=O)Nc1ccc(F)cc1)C1CCCO1 (centres undefined)	?	·	-10%
86	CC(C)(C)NC(=O)C(c1cccnc1)N(C(=O)c1ccc(Cl)nc1)C1CCCC1 (centres undefined)	-11%	-3%	-4%
87	CCOC(=O)C1(Cc2cccc(Cl)c2)CCCN(C(=O)c2cccc(C)n2)C1 (centres undefined)	?	0%	?
88	O=C(NNC1CC(=O)N(c2ccc(F)cc2)C1=O)c1cccnc1 (centres undefined)	10%	4%	5%
89	COc1ccc(Cl)cc1NC(=O)CN1CCC(NC(=O)C2CC2)CC1	?	6%	23µM*
90	CN(C(=O)COC(=O)c1ccc(S(=O)(=O)N2CCCC2)cc1)c1ccccc1	-10%	3%	3%
91	CNS(=O)(=O)c1cc(-c2nnc(N3CCOCC3)c3ccccc23)ccc1C	-3%	·	-1%
92	CCCCN(CC)Cc1c(C)[nH]c2ccccc2c1=O	3%	7%	2%
93	CN(C)c1ccc(NC(=O)CN2CCc3ccccc3C2)cc1	-21%	13%	3%
94	CC(C)OCCCNC(=O)CN1C(=O)COc2ccc(S(=O)(=O)N3CCCCCC3)cc21	-8%&-25%	0%	-9%&-3%
